Screens: PubChem BioAssay, NMMLSC
Rab7 wt GTP bind = dog Rab7 wildtype GTP binding, inhibitors and activators. GST-Rab7 beads, fluorescent GTP binding, flow cytometry; actives lie on both sides; untreated = 100%, excess cold GTP = 0%. GTP binding activity (percent of control), % at 10 µM. hit rate 0.055% among 190,000. AID 758;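 active = fluorescent GTP binding to Rab7 beads changed by at least 20 points from the 100% baseline, either direction, mostly lower; inconclusive = compound itself probably fluorescent, or too few beads counted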;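 also: median green fluorescence of bound Bodipy-FL-GTP per Rab7 bead population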
Rac1 mut GTP = modulators of GTP binding to human Rac1 activated mutant. P63000. GST-Rac1 activated beads, fluorescent GTP binding, flow cytometry; actives lie on both sides; 100% means binding = to untreated wells. percent activity (GTP binding), % at 10 µM. hit rate 0.11% among 190,000. AID 764;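 active = GTP binding at least 20 percentage points away from the 100% baseline, in either direction, so actives lie on both sides; inconclusive = Compound likely fluorescent itself, or too few beads counted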
Cdc42 wt GTP = human Cdc42 wildtype GTP binding change, either direction | AID 761 | P60953 | percent activity (GTP binding), % at 10 µM | hit rate 0.2% among 190,000 | GST-Cdc42 beads, Bodipy-GTP binding, flow cytometry; actives lie on both sides;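 active = percent activity GTP binding at least 20 points away from the 100% baseline, either down as inhibitor or up as activator; inconclusive = compound flagged as likely green fluorescent from well-wide comparison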;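 also: median bead fluorescence of bound Bodipy-FL-GTP at 100 nM; 0% = excess unlabeled GTP control and 100% = no compound control; below 100% means less GTP binding so inhibitor and above means activator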
Target sequence (P60953 whole entry, looked up): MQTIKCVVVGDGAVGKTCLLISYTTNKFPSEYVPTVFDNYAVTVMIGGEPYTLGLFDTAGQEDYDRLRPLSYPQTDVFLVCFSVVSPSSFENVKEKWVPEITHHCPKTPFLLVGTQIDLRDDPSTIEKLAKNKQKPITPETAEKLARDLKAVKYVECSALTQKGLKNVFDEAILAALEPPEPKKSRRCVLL
Rac1 wt GTP bind = alters GTP binding to wildtype human Rac1. GST-Rac1 beads, fluorescent GTP binding, flow cytometry; actives lie on both sides; 0 = cold GTP competed, 100 = untreated. GTP binding activity (% of control), % at 10 µM. P63000. AID 757. hit rate 0.27% among 190,000;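 active = GTP binding activity at least 20 points away from the 100% control level, either lower or higher; inconclusive = compound flagged as likely green fluorescent, judged across all proteins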
HRas wt GTP = modulators of GTP binding to human HRas wildtype; hit rate 0.14% among 190,000; AID 759; GST-Ras wt beads, Bodipy-FL-GTP binding, flow cytometry; actives lie on both sides; GTP binding activity, % at 10 µM; P01112;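 active = GTP binding activity at least 20% away from the 100% baseline, either lowered as inhibitor or raised as activator; inconclusive = flagged as likely green fluorescent, judged across all proteins in the well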;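 also: 0% = unlabeled GTP competition control and 100% = no-compound control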
Target sequence (P01112 whole entry, looked up): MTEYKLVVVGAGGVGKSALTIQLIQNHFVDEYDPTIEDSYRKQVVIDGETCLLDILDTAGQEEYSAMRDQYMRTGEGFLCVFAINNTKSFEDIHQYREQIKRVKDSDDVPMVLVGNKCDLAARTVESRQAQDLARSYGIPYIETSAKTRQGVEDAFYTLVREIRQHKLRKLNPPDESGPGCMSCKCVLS
Rab2A wt mod = changes GTP binding to wildtype dog Rab2A, up or down; P61105; GST-Rab2 wt beads, Bodipy-GTP binding, flow cytometry; GTP binding activity, % at 10 µM; hit rate 0.19% among 190,000; AID 760;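 active = GTP binding activity at least 20 points away from 100%, either lowered or raised; inconclusive = signal likely due to the compound's own green fluorescence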;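 also: 0% = beads with excess unlabeled GTP and 100% = no-compound control corrected for plate trend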
Bim-Bcl-2 = disrupts Bim peptide binding to human Bcl-2. P10415. Bead-based flow cytometry, Bim peptide-Bcl-2 binding. inhibition, % at 10 µM. hit rate 0.06% among 190,000; in the data active = inhibition above about 40%; inconclusive = no clear call, values can overlap the other calls;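 also: 0% = no compound wells with probe peptide and 100% = reference peptide inhibitor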
Bim-Bfl-1 = human Bim-Bfl-1 interaction inhibition; Q16548; hit rate 0.12% among 190,000; Bead-based flow cytometry, Bim-Bfl-1 binding inhibition; inhibition, % at 10 µM;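 also: 0% = wells without compound plus tracer and 100% = blocker peptide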
Bim-Bcl-XL = disrupts Bim peptide binding to human Bcl-XL; inhibition, % at 10 µM; hit rate 0.04% among 190,000; bead flow cytometry, fluorescence; Q07817
Target sequence (Q07817 whole entry, looked up): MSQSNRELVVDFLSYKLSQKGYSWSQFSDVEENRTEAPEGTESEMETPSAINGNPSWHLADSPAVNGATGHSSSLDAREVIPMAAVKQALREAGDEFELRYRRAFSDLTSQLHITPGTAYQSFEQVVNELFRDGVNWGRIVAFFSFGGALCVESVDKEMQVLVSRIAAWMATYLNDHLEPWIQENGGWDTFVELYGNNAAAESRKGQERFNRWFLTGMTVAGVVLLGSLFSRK
Bim-Bcl-W = disrupts Bim peptide binding to human Bcl-W. bead-based flow cytometry. inhibition, % at 10 µM. hit rate 0.02% among 190,000. AID 952;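 also: 0% = bound tracer without compound and 100% = peptide blocker; higher means less fluorescent Bim peptide bound to Bcl-W beads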
Target sequence (Q92843 whole entry, looked up): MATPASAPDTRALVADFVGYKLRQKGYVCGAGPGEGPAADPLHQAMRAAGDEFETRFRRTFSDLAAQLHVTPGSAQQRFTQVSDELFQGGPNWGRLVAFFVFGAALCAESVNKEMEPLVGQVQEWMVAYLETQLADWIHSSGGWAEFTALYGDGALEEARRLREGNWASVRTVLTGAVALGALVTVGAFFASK
Bim-Bcl-B = disrupts Bim peptide binding to human Bcl-B. bead-based flow cytometry. inhibition, % at 10 µM. hit rate 0.073% among 190,000. AID 951;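 also: 0% = tracer peptide without compound and 100% = reference inhibitor peptide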
Target sequence (Q9HD36 whole entry, looked up): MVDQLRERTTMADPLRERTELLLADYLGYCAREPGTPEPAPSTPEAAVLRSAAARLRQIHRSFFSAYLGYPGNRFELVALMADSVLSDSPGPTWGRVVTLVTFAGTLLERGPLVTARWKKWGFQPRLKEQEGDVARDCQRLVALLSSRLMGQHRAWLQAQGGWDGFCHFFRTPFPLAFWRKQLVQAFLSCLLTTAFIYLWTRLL
Starred values were filed as active, the others as inactive; ? = inconclusive; . = not tested or not shown. Rule as the data show it, unless noted: active = inhibition above about 40%.

The opening 5 records, to show the layout:
cpd	Rab7 wt GTP bind	Cdc42 wt GTP	Bim-Bcl-XL	HRas wt GTP	Rab2A wt mod	Rac1 mut GTP	Rac1 wt GTP bind	Bim-Bcl-2	Bim-Bcl-B	Bim-Bcl-W	Bim-Bfl-1	mol
1	100	100	0	101	100	99	102	-2	-1	-1	1	Cc1cc(C)n(-c2nnc(C)n2/N=C/c2ccccc2OCc2ccccc2Cl)n1
2	103	100	-4	101	100	99	102	0	-5	0	0	O=C(CN1C(=O)NC2(CCCc3ccccc32)C1=O)Nc1cccc(S(=O)(=O)N2CCCCC2)c1 (stereo not given)
3	96	101	-3	98	100	100	101	-1	-2	-1	-1	O=C1CC(C2CCCO2)C(=O)N1Cc1ccccc1 (stereo not given)
4	99	92	-2	95	96	97	92	-1	-9	-5	0	NC(=O)[C@H](Cc1cc2ccccc2s1)NC(=O)[C@@H]1CC2(CC(c3cccc(NC(=O)[C@@H]4CCC(=O)N4)c3)=NO2)CN1C(=O)c1ccccc1 (stereo not given in full)
5	99	98	-1	102	99	98	104	-5	-3	2	-8	COc1cccc(C(c2sc3nc(C)nn3c2O)N2CCN(C(=O)c3ccco3)CC2)c1 (stereo not given)

The listing, from the start:
cpd	Rab7 wt GTP bind	Cdc42 wt GTP	Bim-Bcl-XL	HRas wt GTP	Rab2A wt mod	Rac1 mut GTP	Rac1 wt GTP bind	Bim-Bcl-2	Bim-Bcl-B	Bim-Bcl-W	Bim-Bfl-1	mol
1	100	100	0	101	100	99	102	-2	-1	-1	1	Cc1cc(C)n(-c2nnc(C)n2/N=C/c2ccccc2OCc2ccccc2Cl)n1
2	103	100	-4	101	100	99	102	0	-5	0	0	O=C(CN1C(=O)NC2(CCCc3ccccc32)C1=O)Nc1cccc(S(=O)(=O)N2CCCCC2)c1 (stereo not given)
3	96	101	-3	98	100	100	101	-1	-2	-1	-1	O=C1CC(C2CCCO2)C(=O)N1Cc1ccccc1 (stereo not given)
4	99	92	-2	95	96	97	92	-1	-9	-5	0	NC(=O)[C@H](Cc1cc2ccccc2s1)NC(=O)[C@@H]1CC2(CC(c3cccc(NC(=O)[C@@H]4CCC(=O)N4)c3)=NO2)CN1C(=O)c1ccccc1 (stereo not given in full)
5	99	98	-1	102	99	98	104	-5	-3	2	-8	COc1cccc(C(c2sc3nc(C)nn3c2O)N2CCN(C(=O)c3ccco3)CC2)c1 (stereo not given)
6	103	99	-8	101	101	100	99	-8	-12	-9	-16	Cc1ccc(NC(=O)CSc2ccccc2NC(=O)c2cccc(Cl)c2)cc1Cl
7	97	97	7	97	98	97	95	0	-1	0	1	COc1cc2nc(CC(C)C)n(NC(=O)c3ccccc3)c(=O)c2cc1OC
8	99	96	0	99	103	102	100	2	-2	1	1	CCOc1ccc2c(c1)OC(c1ccc(C)cc1)(C(F)(F)F)NC2=O (stereo not given)
9	101	100	-3	99	100	99	101	-1	-4	-4	0	CCCc1cc(NCCCCO)n2c(nc3ccccc32)c1C#N
10	93	99	-8	92	93	96	103	-7	-6	-3	-15	CC(OC(=O)c1ccc2ncsc2c1)C(=O)NCc1ccccc1 (stereo not given)
11	101	98	0	99	97	99	104	-1	0	0	-3	COc1ccc(C(=O)Nc2ccccc2NC(=O)c2ccco2)c(OC)c1
12	104	100	-8	101	102	102	102	-8	-13	-3	-9	CCC(c1nnnn1CCC(C)C)N1CCC(C(N)=O)CC1 (stereo not given)
13	99	100	-14	100	100	98	104	-4	-5	1	-7	O=C(OCn1nnc2ccccc2c1=O)c1ccc(S(=O)(=O)N2CCOCC2)cc1
14	106	96	-4	100	100	95	97	-1	-5	-4	-14	CC(/C=N/NC(=O)c1sc(N)nc1C)=C\c1ccccc1
15	99	101	0	101	99	97	100	1	0	0	-5	CCOC(=O)COc1c(OC)cc(Cl)cc1C1NC(=O)NC(C)=C1C(C)=O (stereo not given)
16	99	100	-2	98	99	98	105	-9	-6	0	-12	Cn1c(=O)c2c(nc(NC3CCCCC3)n2Cc2ccccc2)n(C)c1=O
17	104	106	-7	105	105	102	107	-7	-5	0	-16	Cn1c(=O)[nH]c(=O)c2c1nc(NCCCO)n2Cc1ccc(F)cc1
18	98	94	-10	98	97	98	99	-2	-7	-5	-2	CC12CCC(C(=O)N(NC(=O)c3cccnc3)C1=O)C2(C)C (stereo not given)
19	99	107	-2	104	102	99	105	0	0	0	0	CC[C@H]1OC(=O)[C@H](C)[C@@H](O[C@H]2C[C@@](C)(OC)[C@@H](O)[C@H](C)O2)[C@H](C)[C@@H](O[C@@H]2O[C@H](C)C[C@H](N(C)C)[C@H]2O)[C@](C)(O)C[C@@H](C)[C@@H]2N[C@@H](COCCOC)O[C@H]([C@H]2C)[C@]1(C)O
20	95	104	-4	100	103	103	109	0	-7	-2	-2	Cc1ccc(-c2nn(C)c(=O)c3ccccc23)cc1CO
21	103	97	-2	100	99	98	100	-1	-4	-3	-1	Cc1ccccc1CCN(C(=O)CN1C(=O)c2ccccc2S1(=O)=O)C(C(=O)NCC1CCCO1)c1ccncc1 (stereo not given)
22	100	94	-2	95	96	96	94	-2	-7	-3	-2	CC(C(=O)Nc1cccnc1)C1Sc2ccccc2NC1=O (stereo not given)
23	101	94	.	98	97	93	95	?	.	.	.	Cn1c(CCC(=O)OCC(=O)NCc2ccc3c(c2)OCO3)nc(=O)c2ccccc21
24	99	85	0	88	93	89	84	0	-3	2	-7	COc1ccc(C(C(=O)NC(C)(C)C)N(C(=O)CNC(=O)c2cccs2)c2ccc(C)cc2)cc1OC (stereo not given)
25	97	96	0	93	98	95	98	-4	0	0	-3	COCCOc1cc(NC(=O)CS(=O)CC(=O)N(C)C)c(Cl)cc1Cl (stereo not given)

Grouped by structure, the entries above containing fluorine (two)
cpd	Rab7 wt GTP bind	Cdc42 wt GTP	Bim-Bcl-XL	HRas wt GTP	Rab2A wt mod	Rac1 mut GTP	Rac1 wt GTP bind	Bim-Bcl-2	Bim-Bcl-B	Bim-Bcl-W	Bim-Bfl-1	mol
8	99	96	0	99	103	102	100	2	-2	1	1	CCOc1ccc2c(c1)OC(c1ccc(C)cc1)(C(F)(F)F)NC2=O (stereo not given)
17	104	106	-7	105	105	102	107	-7	-5	0	-16	Cn1c(=O)[nH]c(=O)c2c1nc(NCCCO)n2Cc1ccc(F)cc1

Next section.
cpd	Rab7 wt GTP bind	Cdc42 wt GTP	Bim-Bcl-XL	HRas wt GTP	Rab2A wt mod	Rac1 mut GTP	Rac1 wt GTP bind	Bim-Bcl-2	Bim-Bcl-B	Bim-Bcl-W	Bim-Bfl-1	mol
26	100	105	0	102	101	100	104	0	-2	0	4	Cc1cc(C)c(NC(=O)c2cnn(C)c2)c(C)c1
27	94	99	-1	96	97	99	99	1	-2	0	-3	c1cnn(Cc2cnc(N3CCOCC3)s2)c1
28	101	99	-7	100	99	97	103	0	-6	-4	2	Cc1ccc(CSc2nc3ccsc3c(=O)n2Cc2ccccn2)cc1
29	95	98	-3	96	96	96	97	-5	-5	0	-2	O=C(NC(Nc1nc2ccc([N+](=O)[O-])cc2s1)(C(F)(F)F)C(F)(F)F)c1ccccc1
30	101	105	-5	102	100	102	105	-1	-6	0	0	COc1ccccc1Nc1nc(-c2cccc(N3C(=O)c4ccccc4C3=O)c2)cs1
31	107	100	-9	101	103	102	104	-13	-29	-1	-13	Cc1cc(C(F)(F)F)nn1CC(=O)NNC(=S)Nc1ccc(F)cc1
32	96	97	0	92	96	94	95	-1	-2	0	-1	CN(C)C(=O)COC(=O)c1cccc(CN2C(=O)c3ccccc3C2=O)c1
33	102	103	-4	101	102	101	104	-11	-4	2	-14	CC(=O)c1c(C)nc2ccccc2c1N
34	95	98	-1	99	96	97	99	-2	-4	0	-9	COC(=O)C1=C(O)/C(=C\c2ccc(O)c(OC)c2)N=C1C
35	99	104	-10	98	99	99	107	-1	-7	-7	-20	O=C(Cn1cccc1C(=O)c1ccccc1)NCCN1CCOCC1
36	97	97	-10	99	98	96	97	-4	-2	3	-9	COc1ccc(COc2ccsc2C(=O)Nc2ccc(Cl)cc2)cc1
37	95	102	-7	102	101	102	104	0	-8	-5	-4	CCC1CCCCN1C(=O)CSc1nc2c([nH]c3ccccc32)c(=O)n1C (stereo not given)
38	97	102	2	102	98	100	104	0	2	2	3	O=C(COc1ccc(S(=O)(=O)N2CCCCC2)cc1)NCc1cccnc1
39	99	98	0	98	99	98	100	-1	1	-1	4	Cc1cccc(OCC(=O)N(Cc2cccs2)C2CCS(=O)(=O)C2)c1C (stereo not given)
40	104	108	-7	107	105	103	110	-10	-9	0	-9	CSc1cccc(NS(=O)(=O)c2ccccc2)c1
41	101	95	0	95	99	95	97	9	3	4	1	Cc1ccc(C(=O)NCCc2nnc3ccc(SCC(=O)Nc4cc(C)on4)nn23)cc1
42	106	108	-14	104	102	103	109	-5	-6	6	-15	COc1cc(C(=O)N2CCN(S(=O)(=O)c3ccc(F)cc3)CC2)cc(OC)c1OC
43	97	95	-1	97	95	92	90	-15	-11	0	-18	CCOC(=O)c1ccc(NC(=O)COc2ccc(S(=O)(=O)NC(C)C)cc2)cc1
44	99	96	-6	100	98	98	103	-3	-5	-4	-2	CCOC(=O)Cc1csc(NC(=S)NC(=O)CC(C)C)n1
45	101	100	0	102	99	100	103	-6	-4	0	-8	CC(=O)Oc1ccc(N(C(C)=O)S(=O)(=O)c2cc([N+](=O)[O-])ccc2C)cc1
46	96	100	0	97	98	93	93	0	0	-1	0	Cc1ccc2nnc(Cl)n2n1
47	103	90	-3	94	91	88	90	-5	-6	-4	-8	Cc1ccc(/C(O)=C2\C(=O)C(=O)N(CCc3c[nH]c4ccccc34)C2c2cccnc2)cc1 (stereo not given)
48	107	101	-2	98	103	94	100	-4	-4	-1	-4	O=C(Cn1cnc([N+](=O)[O-])n1)NC1CC1
49	106	99	-4	101	101	99	101	-5	-5	-7	-8	CCn1c(SCC(=O)Nc2nc3c(s2)CCCC3)nnc1-c1ccccc1
50	93	89	-2	91	92	89	94	0	-2	-1	-3	COc1ccc(NC(=O)/C(C#N)=C\c2cc(OC)c(OCc3ccc(C(=O)O)cc3)cc2Br)cc1
51	98	100	-1	99	98	97	99	-6	0	1	-10	O=C(Nc1nc2ccccc2s1)c1cc2c(s1)-c1ccccc1OC2

Complete entries, quoted from the list:
Record of `Cc1ccc(C(=O)NCCc2nnc3ccc(SCC(=O)Nc4cc(C)on4)nn23)cc1` → Rab7 wt GTP bind: 101; Cdc42 wt GTP: 95; Bim-Bcl-XL: 0; HRas wt GTP: 95; Rab2A wt mod: 99; Rac1 mut GTP: 95; Rac1 wt GTP bind: 97; Bim-Bcl-2: 9; Bim-Bcl-B: 3; Bim-Bcl-W: 4; Bim-Bfl-1: 1
Record of `c1cnn(Cc2cnc(N3CCOCC3)s2)c1` → Rab7 wt GTP bind: 94; Cdc42 wt GTP: 99; Bim-Bcl-XL: -1; HRas wt GTP: 96; Rab2A wt mod: 97; Rac1 mut GTP: 99; Rac1 wt GTP bind: 99; Bim-Bcl-2: 1; Bim-Bcl-B: -2; Bim-Bcl-W: 0; Bim-Bfl-1: -3
